Epigenetic reg: epigenetic control regulation, reporter derepression. murine LDR cells, GFP reporter derepression, 30 h. Potency, µM (titrated, usually from 53.9 µM), inactives show at the highest dose GFP activation, most hits filed as activators. 280,000 compounds, 0.2% hits. AID 1865; further: potency means the concentration at half of the fitted maximal effect; % of control where 0% means no effect; nearly all actives have a fitted effect of over 60% in size
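Reporter derepression read as number of fluorescent GFP-positive objects, 20-120 um in size, counted by laser-scanning cytometer. Mouse LDR line with an epigenetically silenced CMV-GFP locus; compound incubation 30 h, 37 C.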
NPSR antagonist: blocks cAMP signaling of the human neuropeptide S receptor. Q6W5P4. CHO-NPSR cells, cAMP TR-FRET, antagonist mode. Potency, µM (series often up to 38.3 µM), inactives show at the highest dose activity change, negative = inhibition, hits mostly inhibitors. 220,000 compounds, 1% hits. AID 1461; further: potency means the concentration at half of the fitted maximal effect; on the % scale 0 is the no-effect control and ±100 the full control effect; nearly all actives have a fitted effect of over 50% in size; many of its hits are not listed in these tables
Tau fluor cs: counter-screen for tau fibril formation inhibitors; 280,000 compounds, 0.93% hits; Potency, µM (doses to about 57.7 µM), for the others: top-dose activity change, negative = decrease; tau K18 P301L (four-repeat tau fragment) Alexa594 fluorescence, heparin fibrillization; AID 1463; further: potency means the concentration at half of the fitted maximal effect; on the % scale 0 is the no-effect control and ±100 the full control effect; nearly all actives have a fitted effect of over 55% in size
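Human K18 P301L tau (15 uM unlabeled plus 0.24 uM Alexa 594-labeled, final) in 100 mM sodium acetate pH 7 was mixed with compound and 20 uM heparin and incubated 6 hr at 37 C.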
TexasRed fluor: alters Texas Red total fluorescence, flagging assay interference | Potency, µM (top dose mostly 106 µM), without a hit: at the highest dose fluorescence change, negative = quenching | 280,000 compounds, 0.29% hits | TRb/SRC2 Texas Red total fluorescence interference; active means well fitted curve in either direction with a large enough effect; inconclusive means small, poorly fitted or top-dose-only effect; further: potency means the concentration at half of the fitted maximal effect; on the % scale 0 is the no-effect control and ±100 the full control effect
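Human TRb ligand-binding domain at 0.6 uM with 20 nM Texas Red SRC2 peptide in Tris buffer containing 1 uM T3 and 5% DMSO, incubated with compound 5 h at ambient temperature. Total fluorescence (555/632 nm) calculated as parallel + 2 × perpendicular.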
TRb SRC2 PPI: TRbeta-SRC2 interaction inhibition; TRbeta-SRC2 peptide binding, fluorescence polarization; receptor liganded with 1 µM T3; Potency, µM (series often up to 106 µM), inactives show at the highest dose activity change, negative = inhibition, most hits filed as inhibitors; 280,000 compounds, 0.065% hits; P10828;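 further: potency means the concentration at half of the fitted maximal effect; plate controls were bound peptide for no effect and peptide without receptor for full effect; nearly all actives have a fitted effect of over 50% in size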
Target sequence (P10828 whole entry, looked up): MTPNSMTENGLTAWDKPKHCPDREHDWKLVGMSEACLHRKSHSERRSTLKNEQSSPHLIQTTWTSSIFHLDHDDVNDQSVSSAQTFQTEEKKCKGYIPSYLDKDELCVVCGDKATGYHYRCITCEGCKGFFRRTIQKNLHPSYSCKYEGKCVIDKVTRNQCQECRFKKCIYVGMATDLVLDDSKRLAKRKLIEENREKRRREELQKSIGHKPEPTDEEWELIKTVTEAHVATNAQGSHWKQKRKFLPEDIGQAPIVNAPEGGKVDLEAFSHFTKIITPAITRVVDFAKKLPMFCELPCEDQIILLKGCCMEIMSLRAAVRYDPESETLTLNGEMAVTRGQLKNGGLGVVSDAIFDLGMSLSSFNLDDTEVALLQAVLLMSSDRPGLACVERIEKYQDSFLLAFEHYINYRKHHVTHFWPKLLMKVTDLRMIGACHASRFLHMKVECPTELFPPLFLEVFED
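Human TRb LBD (0.6 uM) plus Texas Red-labeled SRC2 peptide (20 nM), 1uM T3, 5% DMSO, 5 hr at ambient temperature. Decreased polarization (555/632 nm) flags inhibition; data normalized to free and bound peptide controls.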
Tau fibril FP: inhibitors of human tau fibril formation | P10636 | Potency, µM (top dose mostly 57.7 µM), inactives show at the top dose activity, negative = inhibition, usual class: inhibitors | K18 P301L tau heparin fibrillization, Alexa594 FP, 6 h | 280,000 compounds, 0.39% hits; further: potency means the concentration at half of the fitted maximal effect; on the % scale 0 is the no-effect control and ±100 the full control effect; nearly all actives have a fitted effect of over 55% in size
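Human K18 P301L fragment (15 uM unlabeled plus 0.24 uM Alexa 594-labeled) in 100 mM sodium acetate pH 7 with compound, aggregation induced by 20 uM heparin for 6 hr at 37 C. ThT (30 uM) added for 1 hr, then Alexa 594 FP read.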
CBFb RUNX1 block: blocks binding between human CBF-beta and RUNX1 | Q01196+Q13951 | AID 1477 | 230,000 tested, under 10 active | AlphaScreen CBFb-His/RUNX1-biotin binding, biochemical | Potency, µM (top dose mostly 59.8 µM), for the others: top-dose activity, negative = inhibition, hits mostly inhibitors; further: % of control where 0% means no effect
Target sequence (Q01196 whole entry, looked up): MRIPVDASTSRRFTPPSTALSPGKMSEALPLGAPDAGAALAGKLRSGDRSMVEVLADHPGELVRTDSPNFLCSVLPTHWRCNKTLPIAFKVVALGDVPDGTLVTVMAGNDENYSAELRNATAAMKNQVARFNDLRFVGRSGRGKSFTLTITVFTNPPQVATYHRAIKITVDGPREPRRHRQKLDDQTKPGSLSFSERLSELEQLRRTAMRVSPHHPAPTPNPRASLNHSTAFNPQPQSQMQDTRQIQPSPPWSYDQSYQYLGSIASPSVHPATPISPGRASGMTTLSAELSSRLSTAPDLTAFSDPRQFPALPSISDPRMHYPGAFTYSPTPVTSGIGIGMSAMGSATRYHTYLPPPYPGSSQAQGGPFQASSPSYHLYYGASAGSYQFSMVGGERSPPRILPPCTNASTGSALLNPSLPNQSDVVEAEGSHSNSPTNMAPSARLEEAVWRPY
Target sequence (Q13951 whole entry, looked up): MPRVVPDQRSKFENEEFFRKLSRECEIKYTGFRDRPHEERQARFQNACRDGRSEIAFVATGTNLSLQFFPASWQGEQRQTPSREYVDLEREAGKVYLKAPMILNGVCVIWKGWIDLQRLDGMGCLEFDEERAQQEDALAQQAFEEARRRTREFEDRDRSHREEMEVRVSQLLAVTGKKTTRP
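CBFb-His/RUNX1-biotin, 30 nM each, preincubated 20 min RT; compound 15 min RT; Ni + streptavidin beads 50 ng each, 90 min RT; AlphaScreen read.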
aGal spleen mod: alpha-galactosidase A (human) modulation; P06280; human spleen homogenate, 4MU-alpha-Gal fluorescence, 40 min; Potency, µM (doses to about 80 µM), without a hit: at the highest dose activity change, negative = inhibition, actives largely listed as inhibitors; 240,000 compounds, 0.008% hits; AID 2107;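 further: potency means the concentration at half of the fitted maximal effect; 0% = enzyme with vehicle and -100% = no enzyme basal signal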
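Human spleen homogenate (1 ug) was the enzyme source, with 4-methylumbelliferyl-alpha-D-galactopyranoside (1 mM final) in pH 5.0 citrate buffer with 0.01% Tween-20. Compounds were titrated; after 40 min at 37C, NaOH/glycine stop, 4-MU fluorescence read; AC50 from Hill fits.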
Starred values were filed as active, the others as inactive; u = inconclusive; x = not tested or not shown; [ ] = another dose, or the depositor's remark. Unless noted, the call rests on the fitted dose curve; in most records, active means well fitted curve in the direction sought with a large enough effect; inconclusive means small, poorly fitted or top-dose-only effect, or another doubt; inactive means no such curve, though single readings can be large; an effect the other way counts as inactive or inconclusive. An excerpt (hit frequency here may not be typical).

SMILES	Epigenetic reg	NPSR antagonist	Tau fluor cs	TexasRed fluor	TRb SRC2 PPI	Tau fibril FP	CBFb RUNX1 block	aGal spleen mod
Cc1cc(Cl)ccc1Oc1ccc(C(N)=O)cc1[N+](=O)[O-]	-0.6%	11%	-10%	0%	0%	6%	-6%	3%
NC(=O)CCn1nc(-c2ccccc2)c2ccccc2c1=O	-4.9%	-39%[46.1 µM]	7%	0%	9%	4%	1%	9%
O=C(Oc1ccc2c(c1)C(=O)c1ccccc1CO2)c1ccccc1	0.0%	-13%[46.1 µM]	u	1%	0%	-14%	15%	-4%
CCOC(=O)c1cc(-c2cccs2)nn1CCC#N	-7.0%	-11%[46.1 µM]	-8%	1%	4%	4%	0%	1%
Cn1c(=O)[nH]c(=O)c2c1nc(Br)n2Cc1ccccc1Cl	-0.5%	-3%[46.1 µM]	9%	-8%	-2%	3%	-3%	14%
O=C(NCc1cccnc1)C1c2ccccc2C(=O)N1Cc1ccccc1 (stereo unspecified)	-1.8%	-13%[46.1 µM]	-3%	0%	0%	1%	-1%	3%
Cc1ccsc1/C=N/N1CCN(c2ccccc2)CC1	-0.7%	-10%[46.1 µM]	-28%	1%	-9%	13%	u	-4%
CC(C)(C)c1ccc(C(=O)Nc2ccc(NC(=O)c3ccc(Cl)c(Cl)c3)cc2)cc1	3.2%	x	-8%	4%	-8%	-15%	x	x
CCOc1cc(C2/C(=C(\O)c3cc(C)ccc3C)C(=O)C(=O)N2CCN(C)C)ccc1O (stereo unspecified)	-0.8%	-15%[46.1 µM]	-4%	-4%	-3%	-7%	-1%	-9%
N#CC(C#N)=Cc1ccc(OCC(=O)N2CCOCC2)cc1	0.0%	-25%	-17%	-5%	-2%	u	2%	-8%
CCN(C(=O)COC(=O)c1ccc(Cl)c(N)c1)C1CCS(=O)(=O)C1 (stereo unspecified)	2.3%	-12%	-10%	-1%	1%	-11%	-5%	-3%
CCCSC1=C(C#N)C(c2ccccc2C)CC(=O)N1 (stereo unspecified)	1.7%	9%[46.1 µM]	-1%	-2%	-1%	-6%	2%	8%
COc1ccccc1CNC(=O)c1ccc(-c2ccccc2)cc1	0.0%	-29%[46.1 µM]	-7%	-1%	4%	-9%	2%	4%
COc1nccnc1NS(=O)(=O)c1ccc(NS(=O)(=O)c2ccc(NC(C)=O)cc2)cc1	3.8%	-22%[46.1 µM]	-7%	-4%	-3%	7%	4%	0%
Cc1nn(-c2ccc(Cl)nn2)c(=O)c2ccccc12	-0.1%	6%	0%	-4%	0%	-13%	9%	-7%
Cc1cc(=O)oc2ccc(OCC(=O)NCc3ccco3)cc12	-4.4%	-4%[46.1 µM]	-6%	2%	-10%	-2%	1%	-16%
Cc1cccc(CNC(=O)c2cnc3c(-c4cccc(C)c4)c(C)nn3c2C)c1	1.7%	x	-6%	u	-4%	0%	x	x
COc1cccc(OCCOc2ccccc2OC(C)C)c1	-4.2%	u	-15%	0%	7%	2%	16%	-3%
Cc1cc(N2CCC(C(=O)NCC3CC3)CC2)nc(-c2ccccc2)n1	-1.0%	-5%[46.1 µM]	-9%	-2%	-10%	0%	7%	0%
Cc1ccc(C)c(N2CCN(C(=O)Cn3nc(C)c4sc5ccccc5c4c3=O)CC2)c1	-2.4%	x	-25%	-1%	-8%	13%	x	x
COC(=O)NC1CCC(CC2CCC(NC(=O)OC)CC2)CC1 (stereo unspecified)	-2.0%	3%[46.1 µM]	-8%	-2%	1%	1%	1%	4%
Cc1ccc(C2CC2c2n[nH]c(=S)n2-c2ccc(Cl)cc2)cc1 (stereo unspecified)	-0.2%	-22%[46.1 µM]	-26%	-6%	-8%	12%	-12%	-3%
COc1ccc(NC(=O)C2CCCN2C(=O)Nc2ccccc2)cc1OC (stereo unspecified)	-0.8%	2%[46.1 µM]	-5%	-1%	-6%	0%	-8%	-6%
Cc1nc(C(=O)NNC(=O)Nc2ccc(Cl)cc2)cs1	0.0%	10%	4%	-3%	0%	5%	3%	13%
CC(=O)Nc1ccc(NC(=O)C2CCCN2S(=O)(=O)c2ccc3c(c2)CCCC(=O)N3)cc1 (stereo unspecified)	-3.7%	x	-7%	1%	4%	-8%	x	x

Some of the entries above in a different format:
Cc1cc(Cl)ccc1Oc1ccc(C(N)=O)cc1[N+](=O)[O-]
  Epigenetic reg: -0.6%; NPSR antagonist: 11%; Tau fluor cs: -10%; TexasRed fluor: 0%; TRb SRC2 PPI: 0%; Tau fibril FP: 6%; CBFb RUNX1 block: -6%; aGal spleen mod: 3%

NC(=O)CCn1nc(-c2ccccc2)c2ccccc2c1=O
  Epigenetic reg: -4.9%; NPSR antagonist: -39%[46.1 µM]; Tau fluor cs: 7%; TexasRed fluor: 0%; TRb SRC2 PPI: 9%; Tau fibril FP: 4%; CBFb RUNX1 block: 1%; aGal spleen mod: 9%

O=C(Oc1ccc2c(c1)C(=O)c1ccccc1CO2)c1ccccc1
  Epigenetic reg: 0.0%; NPSR antagonist: -13%[46.1 µM]; Tau fluor cs: u; TexasRed fluor: 1%; TRb SRC2 PPI: 0%; Tau fibril FP: -14%; CBFb RUNX1 block: 15%; aGal spleen mod: -4%

(further entries)
SMILES	Epigenetic reg	NPSR antagonist	Tau fluor cs	TexasRed fluor	TRb SRC2 PPI	Tau fibril FP	CBFb RUNX1 block	aGal spleen mod
Cc1nn(C2CCS(=O)(=O)C2)c(Cl)c1/C=C/C(=O)OCC(=O)c1cc(C)n(-c2ccc(F)cc2)c1C (stereo unspecified)	0.0%	0%	-11%	0%	5%	-3%	-13%	1%
O=C(OCC#CCSc1nc2ccccc2s1)c1ccco1	3.7%	-15%[46.1 µM]	-18%	0%	7%	0%	14%	-5%
COc1ccc(Cl)cc1C(=O)NNC(=O)c1nc2nc(C)cc(C)n2n1	-1.4%	2%[7.67 µM]	1%	0%	-3%	-2%	5%	-6%
COc1ccc(CN(CC2CCC(C(=O)O)CC2)C(=S)Nc2ccc(C)c(Cl)c2)cc1 (stereo unspecified)	-0.6%	-55%	-6%	0%	-8%	-1%	2%	-3%
COc1ccc(NC(=S)NN2CCN(C)CC2)cc1	-0.9%	1%[46.1 µM]	4%	1%	-4%	3%	0%	0%
O=C(Nc1ccc2oc(-c3ccccc3)nc2c1)c1ccco1	-1.5%	-5%	-10%	-2%	4%	-9%	1%	11%
CN(C)/C=N/c1c(C#N)nnn1Cc1ccccc1	4.3%	-24%[46.1 µM]	-10%	-2%	10%	-2%	3%	-5%
CCC(=O)Nc1ccc(NC(=O)c2ccccn2)cn1	0.0%	9%[46.1 µM]	5%	-3%	5%	0%	6%	8%
NC(=O)CSc1nnc(Cc2cccs2)n1C1CCCCC1	-1.5%	-5%[46.1 µM]	-5%	-3%	-15%	-3%	-5%	13%
CCCCC(=O)N(Cc1ccc(F)cc1)C1CCS(=O)(=O)C1 (stereo unspecified)	-0.1%	3%	-5%	-3%	1%	-2%	11%	12%
CCCc1[nH]nc2c1C(C1CC=CCC1)C(C#N)=C(N)O2 (stereo unspecified)	8.2%	2%	-5%	-2%	-1%	-4%	2%	5%
CN1CCN(CC(=O)Nc2ccccc2[N+](=O)[O-])CC1	1.0%	11%	4%	2%	11%	5%	1%	0%
CCN1CCN(C(=O)c2nn(-c3ccc(C)cc3)c(=O)c3c2c2ccccc2n3C)CC1	0.0%	8%[46.1 µM]	9%	2%	-1%	6%	1%	13%
O=C(COC(=O)c1ccc(S(=O)(=O)N2CCOCC2)cc1)NC1CCCC1	0.7%	3%[46.1 µM]	3%	-5%	2%	-2%	1%	4%
CC1CC(C)CN(c2ncc3c(n2)CC(c2ccc(Cl)cc2)CC3=O)C1 (stereo unspecified)	0.8%	-23%[46.1 µM]	0%	-1%	0%	1%	-2%	-4%
C/C=C/C=C\C(=O)Nc1cccc(C2=NOC3(C2)C[C@@H](C(N)=O)N(C(=O)c2cc([N+](=O)[O-])cc([N+](=O)[O-])c2C)C3)c1 (stereo partly specified)	1.6%	7%	-21%	-2%	0%	-2%	-16%	-4%
CCN(CC)P(=O)(/C(Cl)=C\Nc1c(C)n(C)n(-c2ccccc2)c1=O)N(CC)CC	0.0%	7%[46.1 µM]	2%	3%	-11%	0%	3%	3%
COc1ccc(F)cc1S(=O)(=O)NCCc1csc2nc(-c3cccc(C)c3)nn12	5.6%	x	-28%	1%	-8%	u	x	x
COc1ccc(S(=O)(=O)N(C)CC(=O)Nc2ccc(C(F)(F)F)cc2)cc1Cl	-4.5%	-17%[46.1 µM]	-27%	-3%	-14%	-10%	6%	-1%
COCC(C)n1c(C)cc(C(=O)COC(=O)c2c(C)nn(-c3ccccc3)c2C)c1C (stereo unspecified)	-1.1%	-13%[46.1 µM]	-8%	-8%	-10%	5%	-13%	-2%
CCc1ccc(N(C(=O)Cn2nnc(-c3ccccc3)n2)C(C(=O)NC2CCCCC2)c2ccccn2)cc1 (stereo unspecified)	0.0%	-3%	-4%	2%	5%	-3%	-4%	0%
COC(=O)c1ccccc1NC(=O)c1cc(OC)cc(OC)c1	0.0%	-20%[46.1 µM]	-19%	0%	3%	0%	21%	-1%
Cc1ccc2cc3cc(C(=O)NCCCN4CCc5ccccc5C4)oc3nc2c1	-0.9%	-8%[46.1 µM]	-12%	-1%	-8%	3%	9%	3%
CCOC(=O)c1c(C)c(-c2ccccc2)n(CC(=O)Nc2cccc(C)c2C)c1C	1.4%	x	-3%	-26%	1%	-12%	x	x
Cc1ccc(NC2=C(C(=O)c3ccccc3)N(C)S(=O)(=O)c3ccccc32)cc1	0.0%	-26%[46.1 µM]	-19%	-1%	-9%	-4%	u	-17%
O=C(O)CCc1ccc(-c2cccs2)n1NC(=O)c1ccc(Cl)cc1	-1.6%	-5%[46.1 µM]	-8%	-1%	10%	2%	2%	8%
C=CCc1cc(/C=N/NC(=O)CSc2nnc(CCCc3ccc(OC)cc3)o2)cc(OC)c1O	-2.6%	u	-22%	2%	-3%	5%	1%	-1%
Cc1cccc(OCc2nnc(SCC(=O)N3CCCC3)n2C)c1	-1.1%	-2%[46.1 µM]	-5%	3%	0%	-2%	0%	12%
COc1ccc(-n2nc(C(=O)NCc3ccco3)c3ccccc3c2=O)cc1	5.9%	-8%[46.1 µM]	-1%	-2%	-2%	-2%	1%	-2%

Source: PubChem BioAssay
